Assay outcomes (PubChem)
miR122 inh: miR-122 Renilla sensor signal increase in Huh7, primary screen, miR-122 inhibitor project, cell-based, single point, plate reader; Huh7 miR-122 Renilla luciferase sensor, 48 h; neutral wells = 0, positive control = 100; activation (reporter increase), % at 12.5 µM; actives 0.3% (n = 340,000); AID 602342, 2012;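 active = mean replicate activation score at least 90 and every replicate individually at or above 90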;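 also: higher luciferase means less miR-122 activity so hits act as miR-122 inhibitors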
PAX8 reporter: inhibitors of PAX8-driven TPO luciferase reporter, primary screen, RMG-I cells, single concentration; SteadyGlo, 24 h; inhibition, % at 12.6 µM; actives 1.2% (n = 360,000);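 active = mean replicate inhibition at least 60% with every replicate also reaching 60%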;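 also: luciferase light reporting Pax8 driven TPO promoter activity; plate controls were median of neutral control wells for no effect and mitoxantrone controls for full effect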
DENV2 CPE rescue: inhibitors of DENV2 cytopathic effect, primary screen, cell-based, plate reader, single concentration | actives 1.7% (n = 350,000) | DENV2-infected cells, cytopathic effect rescue | CPE inhibition, % at 9.99 µM; in the data active = CPE inhibition above about 20%, passing the limit was not always enough; tested in BHK-21 cells;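 also: 0% = median of neutral control wells and 100% = median of positive control wells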
F508del corr: F508del CFTR correction, initial screen, CFBE line, single point; CFBE cells, YFP halide quenching; stimulated with forskolin plus potentiator P3; % fluorescence drop versus neutral controls; activity (quench increase), % at 7.58 µM; actives 0.36% (n = 350,000); AID 720511, 2013;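 active = mean added fluorescence quench of at least 8% versus neutral control, with both replicates also reaching 8%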;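 also: cells transiently co-express mutant CFTR-F508del with the halide-sensitive YFP; corrector assay measuring rescue of mutant channel to the surface after 24 h compound exposure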
EWS-Fli inh: EWS/Fli-driven NR0B1 reporter inhibitors, primary screen, A673 cells, NR0B1 luciferase, luminescence, MLPCN library; viability-normalised; actives 0.67% (n = 350,000); inhibition, % at 12.6 µM;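 active = mean inhibition of at least 50% after viability correction, with every replicate also passing that limit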;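 also: firefly luciferase signal divided by Alamar Blue viability fluorescence both relative to DMSO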
FN deposition inh: inhibitors of fibronectin matrix deposition, primary screen, AH1F cells, Alexa488-fibronectin fluorescence, plate reader | inhibition, % at 12.6 µM | AID 743247, 2014 | actives 0.086% (n = 350,000) | AH1F fibroblasts, overnight;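 active = mean inhibition across replicates of 30% or more, regardless of how many single replicates reach that level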;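 also: positive control wells lacked labelled fibronectin entirely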
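material = AH1F fibroblast monolayer depositing Alexa488-labelled fibronectin into matrix | amount = 10000 AH1F cells/well | buffer or medium = DMEM plus 2% serum, read in PBS | incubation = 1 h cell adhesion before compound, then overnight fibronectin incubation | detection = fluorescence at 485 nm excitation, 525 nm emission | evaluation = percent inhibition as loss of matrix-bound fibronectin fluorescence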
INS-1E GSIS act: GLuc luminescence reporter in INS-1E cells, primary screen for activators of glucose-dependent secretion of insulin; AID 743287, 2014; INS-1E GLuc reporter insulin secretion, 2-3 h; activation, % at 16.6 µM; actives 0.61% (n = 370,000);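 active = lowest replicate activation of at least 40%, so every replicate reaches that level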;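 also: 0% = median of neutral control wells and 100% = median of IBMX positive control wells; some compounds called inactive have numbers as strong as hits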
* = called active by the depositor; / = not tested or not shown; [ ] = remark or other dose. Hits appear at their usual frequency (roughly 3.9% active in at least one column).

Compound | F508del corr | PAX8 reporter | DENV2 CPE rescue | EWS-Fli inh | FN deposition inh | INS-1E GSIS act | miR122 inh
O=C1c2ccccc2C(Nc2ccc3nc(-c4cccnc4)[nH]c3c2)N1Cc1ccco1 (stereo not drawn) | -2.1 | -14 | 14 | -6 | -4 | -8 | -7
COc1ccc(-c2nc(CN3CCC(C(=O)NC4CC4)CC3)c(C)o2)cc1OC | 0.6 | 6 | -2 | / | -10 | 11 | 0
Cc1ccc(SCc2ccc(C(=O)Nc3ccccc3Br)cc2)cc1 | / | -6 | -4 | -11 | -5 | / | /
O=[N+]([O-])c1cc(C(F)(F)F)ccc1NCCOc1ccccc1 | -2.9 | -55 | -8 | -104 | 4 | -2 | /
CSc1nnc(C)c(=O)n1COC(=O)c1ccc(S(=O)(=O)N2CCOCC2)cc1 | / | 11 | / | / | 7 | 19 | /
COc1cccc(C(C(=O)NC(C)(C)C)N(C(=O)CCC(=O)Nc2cc(C)on2)c2ccc3c(c2)OCCO3)c1OC (stereo not drawn) | 0.3 | 4 | 2 | 4 | 6 | -3 | -8
Cc1ccn2cc(CCNS(=O)(=O)c3ccc4c(c3)CCCC4)nc2c1 | -3.0 | 11 | -3 | -4 | 1 | / | 4
O=C(NCC[C@H]1CC[C@H](NS(=O)(=O)c2ccccc2F)[C@H](CO)O1)c1ccc(F)cc1 | 1.2 | 0 | 3 | -2 | -6 | -9 | 0[16.7 µM]

(next part)
Compound | F508del corr | PAX8 reporter | DENV2 CPE rescue | EWS-Fli inh | FN deposition inh | INS-1E GSIS act | miR122 inh
CCOC(=O)[C@@H]1[C@H]2COc3ccccc3[C@@H]2N2C(=O)N(c3cccc(Cl)c3)C(=O)[C@@]12C | 0.1 | 10 | -15 | 9 | -2 | -16 | 3
CC(=O)c1cccc(OCC(=O)N(Cc2ccco2)c2c(N)n(Cc3ccccc3)c(=O)[nH]c2=O)c1 | -0.2 | 12 | -1 | -5 | 6 | / | -12
Fc1ccc(CN2CCN(c3ncccn3)CC2)c(F)c1 | -1.0 | -10 | 5 | 1 | 1 | -2 | 3
CC(C)C#Cc1ccc2c(c1)O[C@H](CN(C)C(=O)Cc1ccccn1)[C@H](C)CN([C@@H](C)CO)S2(=O)=O | 0.7 | / | 2 | 9 | -6 | -5 | 61[16.7 µM]
C[C@@H]1CN([C@H](C)CO)S(=O)(=O)c2ccc(-c3cncnc3)cc2O[C@@H]1CN(C)C(=O)Cc1cccnc1 | -2.6 | / | 3 | -11 | -14 | 12 | 24[16.7 µM]
Cc1ccc(CC23CN4CCN(CC(C4)C2O)C3)c(C)c1 (stereo not drawn) | / | 4 | / | / | 14 | / | 6
CC(C)CC#Cc1ccc([C@@H]2[C@@H](CO)N3C(=O)CN(C(=O)c4cccc(F)c4)C[C@@H]23)cc1 | 0.4 | 15 | 1 | -9 | -2 | -16 | /
CCc1[nH]nc2c1C1(CCOC1C)C(C#N)=C(N)O2 (stereo not drawn) | / | 21 | / | / | 7 | 16 | -3

Following part.
Compound | F508del corr | PAX8 reporter | DENV2 CPE rescue | EWS-Fli inh | FN deposition inh | INS-1E GSIS act | miR122 inh
CCn1cc(C(=O)NN)c(=O)c2cc(F)c(N3CCCCC3)cc21 | 1.5 | 14 | 0 | 21 | -6 | -19 | -5
Cc1noc(C)c1NC(=O)Nc1ccc2c(c1)C(=O)N([C@@H](C)CO)C[C@H](C)[C@@H](CN(C)C(=O)c1ccccc1)OCCCC[C@@H](C)O2 | -0.1 | -41 | -1 | -1 | / | -6 | 11[16.7 µM]
Cc1ccc(S(=O)(=O)N(C)C)cc1NC(=O)COC(=O)CCNS(=O)(=O)c1ccccc1 | -2.7 | -10 | 2 | 2 | -1 | -19 | 3
C[C@H]1CN([C@@H](C)CO)C(=O)c2cc(-c3ccccc3F)cnc2O[C@H]1CN(C)Cc1cccc(C(=O)O)c1 | 1.4 | / | 17 | -3 | / | 2 | 11[16.7 µM]
Brc1ccc(OCCCOc2cccc3cccnc23)cc1 | 3.5 | 0 | -2 | -14 | -2 | 7 | 1
COc1ccc(CCNC(=O)CCS(=O)(=O)c2ccc3c(c2)NC(=O)CO3)cc1OC | -1.3 | 0 | -1 | -1 | 3 | 2 | 0
O=C(Nc1ccc(Br)cc1)Nc1ccccc1Cl | -0.2 | -55 | 15 | -104 | -2 | 17 | /
COc1ccc(CNC(=O)N2CCN(S(=O)(=O)c3ccccc3F)CC2)cc1 | -1.4 | -6 | -1 | -2 | 17 | 7 | /

Additional compounds follow:
Compound | F508del corr | PAX8 reporter | DENV2 CPE rescue | EWS-Fli inh | FN deposition inh | INS-1E GSIS act | miR122 inh
O=C(Nc1cccc(-c2cn3cccnc3n2)c1)c1ccco1 | -0.6 | / | -2 | -23 | / | 12 | 2
CCCCC(CCC(=O)O)(C(=O)OCC)c1csc(Nc2ccc(OCC)cc2)n1 (stereo not drawn) | 0.4 | -17 | 6 | 14 | -1 | -3 | -3
Cc1ccc(Cl)c(N/C=C/C(=O)c2ccccc2)c1 | 0.2 | -81 | -1 | -34 | -1 | -12 | 5
O=C(NCc1ccco1)c1cccc(NS(=O)(=O)c2ccccc2F)c1 | -0.7 | -6 | -7 | -4 | 6 | -15 | 18
CCOC(=O)N1CCN(C(=O)COC(=O)CNC(=O)c2ccc(OCC)c(OCC)c2)CC1 | 2.0 | 13 | -4 | 1 | 3 | 35 | -6
CCC(Sc1nc(C)cc(C)n1)C(=O)Nc1nccs1 (stereo not drawn) | 0.6 | 9 | -8 | / | / | 55* | -8
O=S1(=O)N[C@H](Cc2ccccc2)COc2cc(Br)ccc21 | 1.4 | -19 | -18 | 7 | -9 | -40 | /
O=S(=O)(NCCc1ccncc1)c1cc(Br)ccc1F | / | 4 | / | / | 3 | / | 124*

Remaining list, next part:
Compound | F508del corr | PAX8 reporter | DENV2 CPE rescue | EWS-Fli inh | FN deposition inh | INS-1E GSIS act | miR122 inh
N#C[C@@H]1[C@H](c2ccc(C#Cc3ccc(F)cc3)cc2)[C@@H](CO)N1C(=O)C1CC1 | 1.7 | 2 | -8 | 30 | -4 | 0 | /
CN(Cc1cccs1)C(=O)CCc1c[nH]c2ccccc12 | 1.7 | -35 | / | 13 | 8 | -9 | 31
COc1ccc2c3c(n(C)c2c1)[C@@H](CO)N(C(=O)C1CCOCC1)CC31CN(C)C1 | 1.1 | / | -13 | 3 | 7 | 11 | /
CN(Cc1ccc(F)cc1)C(=O)c1ccc2c(c1)NC(=O)CS2 | 1.1 | -3 | 0 | -3 | -1 | 56 | 10
COc1ccc2c3c(n(C)c2c1)[C@@H](CO)N(C(=O)NC(C)C)CC31CCN(CC2CCOCC2)CC1 | -2.0 | 2 | 7 | 7 | -6 | 15 | /
CCOC(=O)c1ccc(NC(=O)C(=O)NCc2ccc(/C=C(/C#N)C(=O)NCCOC)o2)cc1 | -1.7 | 5 | 9 | 1 | / | 1 | /
Cc1ccsc1C(=O)NNC(=O)c1ccncc1 | 0.0 | -13 | -1 | 3 | -7 | 7 | 0
Cc1ccc(S(=O)(=O)N2[C@H](CC(=O)Oc3ccccc3)OC[C@@H]2C(C)C)cc1 | -2.2 | -12 | 1 | -2 | 5 | -4 | /

Next section:
Compound | F508del corr | PAX8 reporter | DENV2 CPE rescue | EWS-Fli inh | FN deposition inh | INS-1E GSIS act | miR122 inh
CC(C)c1ccc(C(=O)N2CCCCC2c2cc(C(=O)Nc3ccncc3)no2)cc1 (stereo not drawn) | -2.7 | -18 | -4 | 6 | 3 | -21 | 28
O=C(C[C@H]1C(=O)N(C2CCCCC2)C[C@@H]1c1ccccc1)Nc1ccc(Br)cc1 | -3.3 | 1 | -3 | -6 | -6 | -44 | 6
CCSc1nc2ccccc2c(=O)n1CCc1ccc(OC)c(OC)c1 | -0.2 | 11 | 3 | 6 | -1 | 2 | 0
Cc1nc(-c2nnc(SCC(=O)Nc3ccc(C(F)(F)F)cc3)n2C)cs1 | -1.1 | -13 | 0 | 6 | 3 | -11 | -1
Cc1ccc(C)c(N(C(=O)c2csnn2)C(C(=O)NC2CCCCC2)c2cccnc2)c1 (stereo not drawn) | -1.3 | 18 | -4 | 6 | 3 | -5 | -4
c1ccc(-c2n[nH]c(-c3ccccc3)c2-c2nc3ccccc3[nH]2)cc1 | / | 24 | / | / | -8 | / | -1
Cc1cc(-n2nc(C)cc2C)nc(N)n1 | / | -5 | / | / | -5 | / | -1
Cn1cnc(S(=O)(=O)N2CCCCN3[C@@H](CO)[C@H](c4ccc(C#CC5CC5)cc4)[C@@H]3C2)c1 | 3.2 | -18 | 0 | -11 | / | / | 6[16.7 µM]

Next results
Compound | F508del corr | PAX8 reporter | DENV2 CPE rescue | EWS-Fli inh | FN deposition inh | INS-1E GSIS act | miR122 inh
O=C(NCC[C@@H]1CC[C@H](NC(=O)C2CCOCC2)[C@H](CO)O1)c1cc(Cl)cc(Cl)c1 | 0.8 | 4 | 6 | 4 | -10 | 0 | /
C[C@@H]1CN([C@H](C)CO)C(=O)Cc2cc(NC(=O)Cn3cnnn3)ccc2O[C@H]1CN(C)Cc1ccc2c(c1)OCO2 | -2.8 | 3 | 9 | -2 | / | 6 | -10[16.7 µM]
COc1ccc(C(=O)NC(=S)Nc2ccc3[nH]c(=O)[nH]c3c2)cc1Br | 0.1 | -9 | -3 | 11 | / | -3 | -4
Cc1ccc(SCC(=O)n2nc(C)cc2C)cc1 | / | 18 | 8 | -15 | 10 | / | /
C[C@@H]1CN([C@H](C)CO)C(=O)c2cccc(NC(=O)Nc3ccc(C(F)(F)F)cc3)c2O[C@@H]1CN(C)CC1CCCCC1 | 2.0 | / | 3 | 5 | / | -8 | 1[16.7 µM]

Structures shown so far containing an aryl methoxy group, in the order listed:
Compound | F508del corr | PAX8 reporter | DENV2 CPE rescue | EWS-Fli inh | FN deposition inh | INS-1E GSIS act | miR122 inh
COc1ccc(-c2nc(CN3CCC(C(=O)NC4CC4)CC3)c(C)o2)cc1OC | 0.6 | 6 | -2 | / | -10 | 11 | 0
COc1cccc(C(C(=O)NC(C)(C)C)N(C(=O)CCC(=O)Nc2cc(C)on2)c2ccc3c(c2)OCCO3)c1OC (stereo not drawn) | 0.3 | 4 | 2 | 4 | 6 | -3 | -8
COc1ccc(CCNC(=O)CCS(=O)(=O)c2ccc3c(c2)NC(=O)CO3)cc1OC | -1.3 | 0 | -1 | -1 | 3 | 2 | 0
COc1ccc(CNC(=O)N2CCN(S(=O)(=O)c3ccccc3F)CC2)cc1 | -1.4 | -6 | -1 | -2 | 17 | 7 | /
COc1ccc2c3c(n(C)c2c1)[C@@H](CO)N(C(=O)C1CCOCC1)CC31CN(C)C1 | 1.1 | / | -13 | 3 | 7 | 11 | /
COc1ccc2c3c(n(C)c2c1)[C@@H](CO)N(C(=O)NC(C)C)CC31CCN(CC2CCOCC2)CC1 | -2.0 | 2 | 7 | 7 | -6 | 15 | /
CCSc1nc2ccccc2c(=O)n1CCc1ccc(OC)c(OC)c1 | -0.2 | 11 | 3 | 6 | -1 | 2 | 0
COc1ccc(C(=O)NC(=S)Nc2ccc3[nH]c(=O)[nH]c3c2)cc1Br | 0.1 | -9 | -3 | 11 | / | -3 | -4
